esBAF inh: inhibitors of esBAF chromatin remodeling in mouse ES cells; Bmi1-luciferase knock-in reporter, 24 h; 100% = twice the neutral-well signal; 350,000 compounds, 2% hits; reporter increase, % at 12.5 µM; AID 602393; in the data active = activation above about 40%; inconclusive = no clear call, values can overlap the other calls;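 note: 0% = median of the plate's neutral control wells and 100% = double that signal; a rise in the Bmi1 reporter signal indicates esBAF inhibition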
Xi reactivation: X-chromosome reactivation activator; XiGFP mouse fibroblasts, % GFP-positive cells imaging, 3 d; cells co-treated with 5-aza-dC sensitizer; scaled so ellipticine positive control = 100%; activation, % at 7.58 µM; 360,000 compounds, 0.055% hits;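 active = mean normalized replicate activation at least 10% and every replicate at or above 10%; inconclusive = only one of the two criteria met; inactive = mean below 10% and not all replicates reach 10%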;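 note: 0% = median of on-plate neutral control wells and 100% = ellipticine 6 µM median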
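Schedule: 3 d treatment, 15 min room-temperature fixation; system: 68-5-11 XiGFP fibroblast line; buffer or medium: DMEM plus 5-aza-dC sensitizer; control set: ellipticine 6 µM positive control; compound: one concentration, pinned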
ARNT-TACC3 inh: disruptors of human ARNT/TACC3 interaction | Q9Y6A5 | AlphaScreen His-ARNT PAS-B/GST-TACC3 binding, luminescence; TACC3 fragment carries E629A point mutation | inhibition, % at 9.99 µM | 390,000 compounds, 0.66% hits | AID 623870;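 active = mean inhibition of replicates at least 50% and at least half of replicates each reaching 50%; inconclusive = half or more replicates reach 50% but mean below 50%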;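 note: 0% = complete ARNT plus TACC3 wells and 100% = ARNT alone without TACC3; many hits fall short of the cut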
INS-1E GSIS act: GLuc luminescence reporter in INS-1E cells, primary screen for activators of glucose-dependent secretion of insulin. INS-1E GLuc reporter insulin secretion, 2-3 h. activation, % at 16.6 µM. 370,000 compounds, 0.61% hits;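 active = lowest replicate activation of at least 40%, so every replicate reaches that level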;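 note: 0% = median of neutral control wells and 100% = median of IBMX positive control wells; some compounds called inactive have numbers as strong as hits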
RAD52 anneal inh: blocks human RAD52 DNA annealing | P43351 | recombinant RAD52 DNA annealing, FRET fluorescence | inhibition, % at 18.7 µM | 360,000 compounds, 0.46% hits | AID 651710;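 active = every replicate showing at least 50% inhibition; inconclusive = mean inhibition at least 50% but not in every replicate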
RAD54 inh: RAD54 (human) branch migration inhibition; AID 602329; Q92698; RAD54 Holliday junction branch migration, FAM/BHQ fluorescence; inhibition, % at 10.4 µM; 360,000 compounds, 0.14% hits;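 active = mean normalized replicate activity at least 40 and at least half of replicates scoring 40 or more; inconclusive = only one of the two criteria met; inactive = mean below 40 and under half of replicates reaching 40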;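 note: 0% = median of neutral control wells and 100% = median of positive control wells; inhibitors cause a drop in the FAM fluorescence signal; in these data hits start at about 50%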
Target sequence (Q92698 whole entry, looked up): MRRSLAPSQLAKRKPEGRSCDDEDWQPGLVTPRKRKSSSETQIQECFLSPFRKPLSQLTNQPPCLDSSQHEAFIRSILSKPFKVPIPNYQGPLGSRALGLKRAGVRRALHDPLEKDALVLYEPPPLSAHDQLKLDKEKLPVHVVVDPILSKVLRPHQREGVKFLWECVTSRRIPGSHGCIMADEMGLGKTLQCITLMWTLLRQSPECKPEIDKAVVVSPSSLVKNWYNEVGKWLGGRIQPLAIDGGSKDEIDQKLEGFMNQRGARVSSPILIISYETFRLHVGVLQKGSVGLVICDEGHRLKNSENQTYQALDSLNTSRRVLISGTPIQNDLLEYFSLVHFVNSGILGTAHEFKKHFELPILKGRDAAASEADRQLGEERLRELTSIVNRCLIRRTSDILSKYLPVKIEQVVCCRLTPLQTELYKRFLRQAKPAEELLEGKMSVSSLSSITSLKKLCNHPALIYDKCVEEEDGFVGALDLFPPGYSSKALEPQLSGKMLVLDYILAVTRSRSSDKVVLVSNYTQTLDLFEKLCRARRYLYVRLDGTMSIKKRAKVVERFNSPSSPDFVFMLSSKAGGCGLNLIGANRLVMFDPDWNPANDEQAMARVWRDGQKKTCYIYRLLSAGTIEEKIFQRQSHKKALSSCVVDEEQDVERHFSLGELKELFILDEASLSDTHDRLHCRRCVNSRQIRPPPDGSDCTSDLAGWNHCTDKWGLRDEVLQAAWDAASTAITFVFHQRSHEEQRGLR
CFTR F508del cor: correctors of CFTR F508del function in bronchial epithelial cells; CFBE cells, YFP halide quenching; stimulated with forskolin plus potentiator P3; % fluorescence drop versus neutral controls; activity (quench increase), % at 7.58 µM; 350,000 compounds, 0.36% hits; AID 720511;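 active = mean added fluorescence quench of at least 8% versus neutral control, with both replicates also reaching 8%; inconclusive = only one of the mean or replicate conditions met; inactive = mean below 8% and not both replicates reaching 8%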;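 note: cells transiently co-express mutant CFTR-F508del with the halide-sensitive YFP; corrector assay measuring rescue of mutant channel to the surface after 24 h compound exposure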
ERAP1 HTS inh: inhibitors of human ERAP1 aminopeptidase; Q9NZ08; recombinant ERAP1, Leu-AMC fluorescence, 60 min; inhibition, % at 10.7 µM; 340,000 compounds, 0.15% hits;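 active = mean replicate inhibition of at least 30%, or all replicates individually reaching that 30% level; inactive = mean below 30% and not every replicate reaching it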;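 note: 0% = neutral control wells and 100% = L-leucinethiol positive control wells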
* marks the source's active call; other numbers are inactive results; ? = inconclusive; . = no result given.

Order of values – esBAF inh, Xi reactivation, ARNT-TACC3 inh, INS-1E GSIS act, RAD52 anneal inh, RAD54 inh, CFTR F508del cor, ERAP1 HTS inh
- CCC(C)NC(=O)Cn1nc(Cc2ccncc2)c2ccccc2c1=O (centres undefined)
 : -5, 0.2, -7, 11, -12, -22, 2.1, 2
- COc1cc2ccc(C(C)=O)cc2cc1OC
 : -13, 0.0, ., 48*, -8, 10, 1.5, -5
- CCCOc1ccc(S(=O)(=O)N2CCCC2)cc1[N+](=O)[O-]
 : 1, -0.2, -4, 13, -7, 4, 2.1, .
- C[C@H](NC(=O)[C@@H]1[C@@H](CO)[C@@H]2Cn3c(ccc(-c4ccccc4F)c3=O)[C@H]1N2C)c1ccccc1
 : 2, 0.2, -1, 19, -8, 2, ., -3
- COc1ccc(NC(=O)COC(=O)CCC(=O)c2cccs2)cc1OC
 : -7, 0.1, 1, 36, -9, 0, -3.5, -2
- O=C(O)c1ccc(NC(=O)c2cccc(S(=O)(=O)Nc3ccc(C(=O)O)cc3)c2)cc1
 : -4, 0.0, -18, 7, -7, 4, -0.3, 0
- C[C@H]1CN([C@@H](C)CO)C(=O)c2cc(NC(=O)C3CC3)ccc2O[C@H]1CN(C)Cc1ccc(C(F)(F)F)cc1
 : 1, -0.4, -16, -8, 13, -8, -3.9, -4
- O=C(CSCc1ccccc1)Nc1cc([N+](=O)[O-])ccc1F
 : ., 0.0, 8, -10, 2, ., ., 0
- CC(C)(C)OC(=O)NCC(=O)NNC(=O)C(C(=O)OCc1ccccc1)c1ccccc1 (centres undefined)
 : -1, 0.0, 4, -33, 0, 5, 1.7, 0
- COc1ccc2c3c(n(C)c2c1)[C@@H](CO)N(Cc1ccncc1)CC31CN(C(=O)Nc2cccc(F)c2)C1
 : ., 0.0, ., -12, 0, ., -1.9, -1
- COc1ccc(O)c(C=Nc2cc(NC(C)=O)c(Cl)cc2Cl)c1
 : ., 0.0, -2, ., 13, ., 5.0, 2
- Nc1cc(=O)[nH]c(SCC(=O)NC2CCCCCCC2)n1
 : 10, 0.1, 10, ., -7, -5, 0.1, 3
- Cc1ccc(S(=O)(=O)N2CCN=C2SCc2cccnc2)cc1
 : ., 0.3, -7, 2, -12, ., 0.3, 4
- Cc1noc(C)c1S(=O)(=O)Nc1ccc2c(c1)C(=O)N([C@@H](C)CO)C[C@H](C)[C@H](CN(C)C)OCCCC[C@@H](C)O2
 : 1, 0.4, -5, -2, -30, -13, 3.5, 3
- O=C(O)C(Cc1ccccc1)NS(=O)(=O)c1ccc(Cl)cc1 (centres undefined)
 : -7, 0.2, 1, 9, -10, -13, -2.7, -1
- COc1ccccc1CNC(=O)C[C@@H]1C[C@H]2c3cc(N(C)C)ccc3O[C@H]2[C@@H](CO)O1
 : -1, 0.4, 11, -10, -44, 0, 0.9, 0
- O=c1[nH]c(NCCO)nnc1Cc1ccccc1
 : 8, 0.3, -3, 15, -8, -9, -3.1, 0
- O=C(c1ccc(CNS(=O)(=O)c2cccc(Cl)c2)cc1)N1CCCC1
 : ., 0.0, ., -6, -12, ., -2.1, -2
- CCCCN(C=O)c1c(CC)nc2c(OCCOc3ccc(F)cc3)cccn12
 : 12, 0.4, ., ., -19, 0, 1.3, -3
- CC(C)c1cn(CC[C@H]2CC[C@H](NS(=O)(=O)c3ccc(F)cc3)[C@H](CO)O2)nn1
 : -1, 0.3, ., 2, 7, -7, 3.7, 4
- C[C@@H]1CN([C@H](C)CO)C(=O)Cc2cc(NC(=O)CCCCCC(=O)Nc3ccccc3N)ccc2O[C@H]1CN(C)S(=O)(=O)c1ccc(Cl)cc1
 : 7, 0.0, ., -15, ., ., -1.4, .
- Cc1nc(NC(=S)Nc2ccccc2)sc1C
 : ., 0.0, -10, -18, -20, ., 2.7, 0
- Cc1nc(N2CCN(c3ccccn3)CC2)c2c(C)c(C(=O)Nc3ccccc3F)sc2n1
 : 1, 0.0, 2, 16, -19, -5, 0.5, 2
- Cc1cc2c(cc1S(=O)(=O)Nc1ccc(OC(F)(F)F)cc1)OCC(=O)N2
 : -6, 0.2, 0, -39, -11, 2, 2.1, -2
- O=C(CCN1CCCCC1)NCC[C@H]1CC[C@@H](NC(=O)C2CCCCC2)[C@H](CO)O1
 : ., 0.1, ., 10, -8, ., 0.3, 6
- C[C@H]1CN([C@@H](C)CO)C(=O)Cc2cc(NC(=O)Nc3ccccc3)ccc2O[C@H]1CN(C)Cc1ccc(Cl)c(Cl)c1
 : 1, 0.3, 4, -40, -6, 3, -2.7, 4
- C[C@H](CO)N1C[C@H](C)[C@H](CN(C)CC2CCOCC2)Oc2ncc(C#Cc3ccccn3)cc2C1=O
 : -5, -0.9, 1, 3, -34, -5, 2.2, 6
- O=C(CC(O)c1ccncc1)c1ccccc1O (centres undefined)
 : 1, 0.0, -9, ., -1, -4, 1.2, 1
- CN1C(=O)c2cc(NS(C)(=O)=O)ccc2OC[C@@H]2O[C@H](CC(=O)NCc3ccc(-c4ccccc4)cc3)CC[C@@H]21
 : 7, 0.1, 4, -13, 7, -1, ., 3
- CN(C)CCCNC(=O)[C@H]1[C@H](CO)[C@H]2Cn3c(ccc(-c4cccnc4)c3=O)[C@@H]1N2C(=O)CC1CC1
 : -3, 0.0, -11, 23, 9, -4, 2.1, -1

Five compounds from above, ordered by SMILES length, largest number first.
Order of values – esBAF inh, Xi reactivation, ARNT-TACC3 inh, INS-1E GSIS act, RAD52 anneal inh, RAD54 inh, CFTR F508del cor, ERAP1 HTS inh
- Cc1noc(C)c1S(=O)(=O)Nc1ccc2c(c1)C(=O)N([C@@H](C)CO)C[C@H](C)[C@H](CN(C)C)OCCCC[C@@H](C)O2
 : 1, 0.4, -5, -2, -30, -13, 3.5, 3
- C[C@H](CO)N1C[C@H](C)[C@H](CN(C)CC2CCOCC2)Oc2ncc(C#Cc3ccccn3)cc2C1=O
 : -5, -0.9, 1, 3, -34, -5, 2.2, 6
- CCCOc1ccc(S(=O)(=O)N2CCCC2)cc1[N+](=O)[O-]
 : 1, -0.2, -4, 13, -7, 4, 2.1, .
- CCC(C)NC(=O)Cn1nc(Cc2ccncc2)c2ccccc2c1=O (centres undefined)
 : -5, 0.2, -7, 11, -12, -22, 2.1, 2
- Nc1cc(=O)[nH]c(SCC(=O)NC2CCCCCCC2)n1
 : 10, 0.1, 10, ., -7, -5, 0.1, 3

Next part:
Order of values – esBAF inh, Xi reactivation, ARNT-TACC3 inh, INS-1E GSIS act, RAD52 anneal inh, RAD54 inh, CFTR F508del cor, ERAP1 HTS inh
- Cc1ccc(NC(=O)C2CC(=O)N(c3ccc4c(c3)OCCO4)C2)cc1S(=O)(=O)N1CCCCCC1 (centres undefined)
 : 1, 0.1, -2, -8, -8, -11, -3.4, 0
- CC(C)NC(=O)Nc1ccc2c(c1)CC(=O)N([C@H](C)CO)C[C@@H](C)[C@@H](CN(C)C(=O)Nc1cccc3ccccc13)O2
 : 3, -0.9, -4, 6, -1, 8, 2.3, -1
- CCOC(=O)C1CCN(C(=O)c2cc3cc4ccc(OC)cc4nc3o2)CC1
 : 9, 0.0, 2, 13, -29, -10, -1.7, 0
- C[C@@H]1CCCCO[C@@H](CN(C)Cc2ccncc2)[C@H](C)CN([C@H](C)CO)C(=O)c2cc(NC(=O)c3ccccc3)ccc2O1
 : 1, -0.1, -3, -6, 8, 1, 0.4, 4
- COCCn1c(SCC(=O)NC2CCCCC2)nc2c(c1=O)SCC2
 : -4, 0.4, 2, 1, -22, -4, 1.0, 3
- O=C(NCc1ccccc1)C(c1cc2ccccc2o1)n1c(=O)c(-c2cc3ccccc3[nH]2)nc2ccccc21 (centres undefined)
 : ., -0.1, ., 4, -35, ., 3.9, .
- C[C@@H]1CN([C@@H](C)CO)C(=O)c2cccc(NS(=O)(=O)c3ccc(Cl)cc3)c2O[C@@H]1CN(C)Cc1ccc(C(=O)O)cc1
 : -2, -0.9, -1, 21, -7, -9, 1.9, 0
- O=[N+]([O-])c1ccc(CSc2nnc(-c3cccnc3)o2)cc1
 : -2, 0.0, 7, -10, -4, 6, -1.0, 0
- COc1cccc(OCCCn2cc(/C=C3/C(=N)N4C=C(C)SC4=NC3=O)c3ccccc32)c1
 : ., 0.0, -8, 31, -100, ., ., -3
- CC(C)c1ccc(C2(C)NC(=O)N(CC(=O)N3CCN(C(=O)c4cccs4)CC3)C2=O)cc1 (centres undefined)
 : 1, 0.2, 5, -10, -2, 8, 5.1, -1
- CC1CC1c1ccc(/C=C(\C#N)C(=O)Nc2cccc(Cl)c2Cl)o1 (centres undefined)
 : ., 0.5, 5, -11, -25, 3, ., -2
- CC(C)C[C@H]1CN=C(Nc2ccccc2)N1CCC1CCCC1
 : -15, 0.2, -1, -37, 1, 12, 1.8, 0
- COc1cccc(C(=O)NC2C(=O)N3C(C(=O)O)=C(COC(C)=O)CSC23)c1 (centres undefined)
 : 11, 0.7, 4, -4, -25, -5, 0.4, 4
- Cc1cccnc1NC(=O)Nc1cccc(Cl)c1
 : ?, -0.1, -11, 9, -9, 7, -1.1, 0
- COC(=O)c1ccc(NC(=O)c2cccc(C)c2[N+](=O)[O-])cc1
 : 34, 0.0, ., -4, -6, -4, -0.3, 0
- CC(C)c1ccc(C(=O)NCc2ccc(Cl)cc2)cc1
 : ., 0.0, -25, -4, ., -5, ., .
- CNC(=S)N(CCc1c(C)[nH]c2ccc(Cl)cc12)Cc1cccnc1
 : -6, 0.0, 4, 0, 2, 2, 1.6, 4
- Cc1ccc2c(c1)NC(=O)C(CC(=O)NCCCN1CCCCC1C)O2 (centres undefined)
 : 6, 0.0, 3, -3, -9, -3, -3.5, 2
- COCCOc1ccc(C(F)(F)F)cc1NC(=O)COC(=O)C1=COCCO1
 : -4, -0.1, -9, -3, -3, 3, -0.6, -2
- O=C(NCC[C@@H]1CC[C@@H](NS(=O)(=O)c2ccccc2)[C@H](CO)O1)c1ccccc1F
 : 2, 0.0, 3, 7, -12, -9, -2.1, -3
- Cc1noc(C)c1NC(=O)N(C)C[C@@H]1Oc2ccc(NC(=O)CCN3CCOCC3)cc2C(=O)N([C@@H](C)CO)C[C@@H]1C
 : -2, 0.1, -10, 10, 1, -1, 0.6, 3
- O=C(CNCc1ccco1)Nc1cccc(S(=O)(=O)N2CCCCC2)c1
 : -4, -0.1, -5, 14, -9, -4, 4.7, -3
- COCCNc1nc(NCCCN(C)C)c2sccc2n1
 : -6, -0.1, ., 66*, -65, -4, -1.2, 2
- Cn1c(=O)n(CC(=O)NC2CCCCC2)c(=O)c2ccccc21
 : 0, ., -4, 10, ., -4, ., .
- FC(F)Oc1ccccc1NC(=S)Nc1cccnc1
 : ., 0.3, -16, -22, -9, ., -1.5, 2
- Cc1ccc(C(C)NC(=O)c2c(-c3ccccc3)noc2C)cc1C (centres undefined)
 : 4, 0.2, -2, 31, -17, 3, -1.6, -1
- C[C@@H](OC(=O)N(C)Cc1ccccc1)[C@H]1O[C@]2(C)CCCC[C@H]1O2
 : 8, 0.7, 1, 6, -7, -7, -0.2, 2
- O=C(NCCOc1ccc(F)cc1)C1CCN(S(=O)(=O)c2ccccc2)CC1
 : 3, -0.1, -3, -22, 5, -4, 2.1, -3
- CCCNC(=O)N(C)C[C@@H]1Oc2ncc(C#C[C@@H](C)O)cc2C(=O)N([C@@H](C)CO)C[C@H]1C
 : 1, 0.2, -1, 31, -8, -1, 1.4, 0
